# Assay outcomes: PubChem, National Center for Advancing Translational Sciences (NCATS)
# CBFb RUNX1 block: inhibitors of human CBF-beta and RUNX1 interaction | AlphaScreen CBFb-His/RUNX1-biotin binding, biochemical | Potency, µM (highest dose often 59.8 µM), for inactives: at the highest dose activity, negative = inhibition, usual class: inhibitors | 230,000 tested, under 10 active | AID 1477; note: % of control where 0% means no effect
# Target sequence (Q01196 whole entry, looked up): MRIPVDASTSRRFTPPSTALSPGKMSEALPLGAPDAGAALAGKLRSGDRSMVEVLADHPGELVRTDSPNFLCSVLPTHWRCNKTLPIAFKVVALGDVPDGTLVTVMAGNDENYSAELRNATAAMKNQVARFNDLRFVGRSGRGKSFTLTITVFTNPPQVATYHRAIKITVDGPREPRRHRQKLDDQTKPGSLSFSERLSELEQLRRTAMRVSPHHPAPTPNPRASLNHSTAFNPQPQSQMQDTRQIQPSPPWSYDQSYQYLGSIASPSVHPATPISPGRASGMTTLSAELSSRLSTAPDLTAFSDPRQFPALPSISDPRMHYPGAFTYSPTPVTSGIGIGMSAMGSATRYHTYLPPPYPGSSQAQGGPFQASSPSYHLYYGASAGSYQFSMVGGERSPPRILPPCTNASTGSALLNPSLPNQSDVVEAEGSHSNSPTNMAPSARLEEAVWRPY
# Target sequence (Q13951 whole entry, looked up): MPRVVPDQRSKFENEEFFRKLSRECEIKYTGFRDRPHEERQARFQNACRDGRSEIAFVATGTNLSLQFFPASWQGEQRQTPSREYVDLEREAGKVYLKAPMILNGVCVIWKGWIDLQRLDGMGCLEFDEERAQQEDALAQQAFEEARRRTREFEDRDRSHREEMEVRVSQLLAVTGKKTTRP
#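 Compounds were screened at multiple concentrations against a preformed CBF-beta(His)/RUNX1(biotin) complex (30 nM of each) for 15 min at room temperature, followed by 90 min with nickel and streptavidin beads and AlphaScreen reading.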
# IMPase Li cell: membrane-permeable IMPase blocker, potentiated with lithium; CHO-M1 cells, IP1 TR-FRET (IP-One), carbachol + lithium; Potency, µM (doses to about 59.4 µM), without a hit: top-dose activity, negative = IMPase inhibition, usual class: inhibitors; 210,000 compounds, 0.35% hits; AID 1457;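 note: IP1 builds up when IMPase is blocked and the TR-FRET signal falls; potency is the fitted concentration of half-maximal effect; plate controls were basal vehicle for no effect and high inhibitor control for full effect; nearly all actives have a fitted effect of over 50% in size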
#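 Lithium-sensitised IP1 accumulation assay; M1-expressing CHO cells treated 30 min at 37C with compound. Competitive antibody detection by time-resolved FRET followed a 10 min room-temperature lysis step.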
# aGal spleen mod: inhibitors or activators of human alpha-galactosidase in spleen homogenate; human spleen homogenate, 4MU-alpha-Gal fluorescence, 40 min; Potency, µM (titrated, usually from 80 µM), for inactives: top-dose activity change, negative = inhibition, actives largely listed as inhibitors; 240,000 compounds, 0.008% hits; AID 2107;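 note: potency is the fitted concentration of half-maximal effect; 0% = enzyme with vehicle and -100% = no enzyme basal signal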
#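 Human spleen homogenate (1 ug) was the enzyme source, with 4-methylumbelliferyl-alpha-D-galactopyranoside (1 mM final) in pH 5.0 citrate buffer with 0.01% Tween-20. Compounds were titrated; after 40 min at 37C, NaOH/glycine stop, 4-MU fluorescence read; AC50 from Hill fits.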
# Lamin A splicing: changes lamin A minigene splicing in HeLa cells. HeLa LMNA splicing GFP/RFP minigene ratio, 48 h. Potency, µM (top dose mostly 46.1 µM), for inactives: at the top dose ratio change, negative = inhibition, most hits filed as inhibitors. 200,000 compounds, 0.01% hits; active = well fitted inhibition curve with a large enough effect in the signal ratio, with a control signal flat, not every such curve was filed as active; inconclusive = small, poorly fitted or top-dose-only effect, or effect the other way, or a change in a side signal; the % refers to the signal ratio; note: potency is the fitted concentration of half-maximal effect; % is set by controls: 0 for no effect and ±100 for the full control effect
#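 S3 HeLa stable clones carrying a lamin A-EGFP splicing minigene plus DsRed2 were seeded at 600 cells/well in Opti-MEM with 2% FBS, pin-dosed and incubated 48 h at 37°C. Acumen cytometry (488 nm) gave the GFP/RFP total-intensity ratio.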
# Luc counter: Kinase-Glo luciferase inhibition (counter-screen). Kinase-Glo luciferase, ATP luminescence, 8 min. Q27757. 200,000 compounds, 0.28% hits. Potency, µM (highest dose often 38.3 µM), without a hit: at the top dose activity change, negative = inhibition, hits mostly inhibitors; note: potency is the fitted concentration of half-maximal effect; % is set by controls: 0 for no effect and ±100 for the full control effect; nearly all actives have a fitted effect of over 60% in size
#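 Luminescence was the read-out, taken after 8-minute incubation at ambient temperature. Luciferase turned over luciferin with 10 uM ATP in imidazole pH 7.2 buffer containing KCl, MgCl2, Tween 20 and BSA.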
# Epigenetic derep: epigenetic control regulation, reporter derepression. murine LDR cells, GFP reporter derepression, 30 h. Potency, µM (series often up to 53.9 µM), without a hit: top-dose GFP activation, most hits filed as activators. 280,000 compounds, 0.2% hits. AID 1865; note: potency is the fitted concentration of half-maximal effect; % of control where 0% means no effect; nearly all actives have a fitted effect of over 60% in size
#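 Readout is the number of GFP-expressing murine LDR cells, counted by cytometry following washing. Cells were treated with compound for 30 h at 37 C; the stably integrated CMV-GFP locus is normally silent.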
# NPSR antag: blocks cAMP signaling of the human neuropeptide S receptor | Q6W5P4 | 220,000 compounds, 1% hits | CHO-NPSR cells, cAMP TR-FRET, antagonist mode | Potency, µM (series often up to 38.3 µM), inactives show at the top dose activity change, negative = inhibition, actives largely listed as inhibitors; note: potency is the fitted concentration of half-maximal effect; % is set by controls: 0 for no effect and ±100 for the full control effect; nearly all actives have a fitted effect of over 50% in size; many of its hits are not listed in these tables
# Target sequence (Q6W5P4 whole entry, looked up): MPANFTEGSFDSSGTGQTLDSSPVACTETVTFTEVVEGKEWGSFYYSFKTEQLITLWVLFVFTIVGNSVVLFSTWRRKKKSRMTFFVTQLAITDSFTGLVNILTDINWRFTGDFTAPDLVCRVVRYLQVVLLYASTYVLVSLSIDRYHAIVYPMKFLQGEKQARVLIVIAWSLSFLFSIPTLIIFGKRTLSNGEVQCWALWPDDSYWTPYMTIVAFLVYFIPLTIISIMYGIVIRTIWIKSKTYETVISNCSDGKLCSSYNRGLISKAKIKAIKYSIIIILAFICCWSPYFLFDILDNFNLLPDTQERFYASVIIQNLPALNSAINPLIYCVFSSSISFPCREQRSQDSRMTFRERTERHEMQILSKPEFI
# * = called active by the depositor; ? = inconclusive; . = no result given; & = joins results of further samples; [ ] = dose if it differs, or a comment. Unless noted, calls come from the whole dose curve; as a rule, active = well fitted curve in the direction sought with a large enough effect; inconclusive = small, poorly fitted or top-dose-only effect, or another doubt; inactive = no such curve, though single readings can be large; an effect the other way counts as inactive or inconclusive. Some of the compounds tested. The share of hits here may be higher or lower than overall.
No. | compound | CBFb RUNX1 block | IMPase Li cell | aGal spleen mod | Lamin A splicing | Luc counter | Epigenetic derep | NPSR antag
1 | COC1=CC(=O)O[C@@H](/C=C/c2ccc3c(c2)OCO3)C1 | -7.9%[21.7 µM] | 13.6% | 0.7% | . | . | . | .
2 | C=CCCC#N | 7.1%[21.7 µM] | 6.9% | 11.9% | . | . | . | .
3 | COc1ccc(-n2c(O)c(C(C)=Nc3ccc4c(c3)CCC4)c(=O)[nH]c2=O)cc1 | -7.3% | . | -7.6% | . | . | 0.0% | 27.1%
4 | CC(=NCCCO)c1c(O)n(Cc2ccccc2)c(=O)[nH]c1=O | -2.3% | 3.7% | 3.8% | -3.6% | 6.0% | -2.0% | 19.7%[46.1 µM]
5 | CC1(c2ccccc2)NCCN2C(=O)CSC21 (stereo not given) | 7.2% | -7.1%[38.3 µM] | -14.7% | 5.3% | -0.6% | 0.2% | -18.1%[46.1 µM]
6 | CC1(C)CC(=O)C(C=NCCN2CCN(C(=O)Cc3ccccc3)CC2)=C(O)C1 | 1.7% | -6.5%[38.3 µM] | 3.0% | 0.4% | -4.2% | -3.1% | -10.6%[46.1 µM]
7 | Cc1nc2cc(C(=O)N3CCC4(CC3)OCCO4)ccc2n1-c1ccc(Br)cc1 | 4.8% | -8.0%[38.3 µM] | 1.6% | 4.6% | -3.1% | -0.9% | -7.6%[46.1 µM]
8 | Cc1ccc(NC2=NCCCS2)c(C)c1C | 1.9% | 6.8% | 4.4% | -7.4% | 3.6% | -0.5% | 9.1%
9 | Clc1ccc(CSC(Cn2ccnc2)c2ccc(Cl)cc2Cl)cc1 (stereo not given) | -10.3%&-4.6% | 17.9%&21.5% | -4.2%&4.8% | ? | 11.1%&-5.1% | -2.9%&9.3% | ?
10 | CC1CCCCN1C(=O)c1ccc(N2CC3CC(C2)c2cccc(=O)n2C3)c([N+](=O)[O-])c1 (stereo not given) | -1.9% | 0.6% | 4.9% | ? | -1.7% | 0.0% | 13.3%
11 | CCCCC(=O)N/N=C/c1c(O)n(CCc2ccccc2)c(=O)[nH]c1=O | -28.3% | . | 1.2% | . | . | 5.2% | 4.8%
12 | COc1ccc(CC(=O)NC(=S)NNC(=O)COc2c(C)cccc2C)cc1 | -1.4% | -3.8% | 4.2% | ? | -4.4% | -1.0% | -12.2%
13 | Cc1cc([N+](=O)[O-])c(Cl)cc1NC(=O)C(C)C | 0.8% | 3.7% | -4.9% | 12.2% | -2.3% | -1.3% | 1.4%
14 | Cc1ccc(-c2ccc(=O)n(CCC(=O)N3CCC4(CC3)OCCO4)n2)cc1 | 12.3% | -4.6% | -1.4% | . | -1.3% | -2.7% | 7.2%
15 | CC(N)C(=O)c1ccco1 (stereo not given) | 2.9% | -13.9%[38.3 µM] | 6.3% | 16.9% | -0.8% | 0.9% | 7.1%[46.1 µM]
16 | Nc1c(C(=O)NCc2ccco2)c2nc3ccccc3nc2n1Cc1ccc(F)cc1 | 29.0% | 25.9%[38.3 µM] | ? | ? | -2.8% | 12.7% | 10µM*
17 | Cc1ccc(C2=CCNCC2)cc1 | 13.5% | 2.4% | 2.9% | -5.3%[46 µM] | 1.3% | -1.5% | 8.7%
18 | O=C(c1cccc(N2CCCC2=O)c1)N1CCC2(CC1)OCCO2 | -0.9% | -10.6%[38.3 µM] | 15.7% | 2.6% | -2.8% | 1.7% | -0.9%[46.1 µM]
19 | CC12CNCC(C)(CNC1)C2O (stereo not given) | -10.9% | -10.5%[38.3 µM] | 12.4% | -2.5% | -3.1% | -1.2% | 2.3%[46.1 µM]
20 | CCOP(=O)(OCC)c1ccc(OP(=O)(c2cccc([N+](=O)[O-])c2)c2cccc([N+](=O)[O-])c2)cc1 | 6.6% | . | 7.0% | . | . | 1.2% | 34.7%
21 | CC1=NN(Cc2c[nH]c3ccccc23)C(C)(C)C1 | -5.8% | 2.5% | 3.1% | -12.6%[46 µM] | -0.5% | -1.3% | 14.3%
22 | O=C(C[n+]1ccn(CCCNP2(=O)C=C(c3ccccc3)OC(c3ccccc3)=C2)c1)c1ccccc1 | 2.8% | 2.2% | -0.1% | ? | -4.0% | 1.1% | -3.5%
23 | O=C1C(=O)c2ccccc2-c2ccccc21 | -18.6% | 35.3%[activator][38.3 µM] | -2.9% | ? | 16.9% | -1.6% | 3.16µM*
24 | C=CCN1CC[C@]23c4c5ccc(O)c4O[C@@H]2C(=O)CC[C@]3(O)[C@H]1C5 | -4.1%&13.9%[21.7 µM] | 1.9%&-0.1% | 1.3% | -11.4% | 2.1% | -0.8% | .
25 | Cc1cc(C(=O)N2CCC3(CC2)OCCO3)cs1 | 6.3% | 5.6% | 2.1% | -5.9% | -0.4% | -2.3% | -6.9%[46.1 µM]

# Excerpt: nos. 10 to 19
No. | compound | CBFb RUNX1 block | IMPase Li cell | aGal spleen mod | Lamin A splicing | Luc counter | Epigenetic derep | NPSR antag
10 | CC1CCCCN1C(=O)c1ccc(N2CC3CC(C2)c2cccc(=O)n2C3)c([N+](=O)[O-])c1 (stereo not given) | -1.9% | 0.6% | 4.9% | ? | -1.7% | 0.0% | 13.3%
11 | CCCCC(=O)N/N=C/c1c(O)n(CCc2ccccc2)c(=O)[nH]c1=O | -28.3% | . | 1.2% | . | . | 5.2% | 4.8%
12 | COc1ccc(CC(=O)NC(=S)NNC(=O)COc2c(C)cccc2C)cc1 | -1.4% | -3.8% | 4.2% | ? | -4.4% | -1.0% | -12.2%
13 | Cc1cc([N+](=O)[O-])c(Cl)cc1NC(=O)C(C)C | 0.8% | 3.7% | -4.9% | 12.2% | -2.3% | -1.3% | 1.4%
14 | Cc1ccc(-c2ccc(=O)n(CCC(=O)N3CCC4(CC3)OCCO4)n2)cc1 | 12.3% | -4.6% | -1.4% | . | -1.3% | -2.7% | 7.2%
15 | CC(N)C(=O)c1ccco1 (stereo not given) | 2.9% | -13.9%[38.3 µM] | 6.3% | 16.9% | -0.8% | 0.9% | 7.1%[46.1 µM]
16 | Nc1c(C(=O)NCc2ccco2)c2nc3ccccc3nc2n1Cc1ccc(F)cc1 | 29.0% | 25.9%[38.3 µM] | ? | ? | -2.8% | 12.7% | 10µM*
17 | Cc1ccc(C2=CCNCC2)cc1 | 13.5% | 2.4% | 2.9% | -5.3%[46 µM] | 1.3% | -1.5% | 8.7%
18 | O=C(c1cccc(N2CCCC2=O)c1)N1CCC2(CC1)OCCO2 | -0.9% | -10.6%[38.3 µM] | 15.7% | 2.6% | -2.8% | 1.7% | -0.9%[46.1 µM]
19 | CC12CNCC(C)(CNC1)C2O (stereo not given) | -10.9% | -10.5%[38.3 µM] | 12.4% | -2.5% | -3.1% | -1.2% | 2.3%[46.1 µM]

# (next part)
# Values run as follows: CBFb RUNX1 block | IMPase Li cell | aGal spleen mod | Lamin A splicing | Luc counter | Epigenetic derep | NPSR antag
26	CC(=O)[O-].CC(=O)[O-].O.O.[Cd+2]
→ ? | 10.5% | -11.7% | . | . | . | .
27	C(#CCN1CCOCC1)COCC#Cc1ccccc1
→ 3.5% | 23.0%[38.3 µM] | -2.3% | 3.4% | -2.3% | 0.0% | -3.2%[46.1 µM]
28	CC(=O)c1c(C)n(C2CCCCC2)c2ccc(O)cc12
→ -2.3% | 15.6% | 2.0% | 15.6%[46 µM] | -1.9% | 1.1% | -7.2%
29	Brc1ccccc1
→ 5.4%[21.7 µM] | -7.0% | 6.5%&7.0% | . | . | 1.1% | 16.0%
30	COC1=C[C@H]2[C@H]3Cc4ccc(OC)c(O)c4[C@@]2(CCN3C)CC1=O
→ 9.4%[21.7 µM] | 6.8% | -9.4% | . | -1.1% | 0.5% | .
31	Cc1ccc([N+](=O)[O-])cc1
→ 9.0%[21.7 µM] | -12.0% | -1.6% | . | . | . | .
32	CC[C@@H](CO)NC(=O)[C@@H]1C=C2c3cccc4[nH]cc(c34)C[C@H]2N(C)C1
→ . | -3.8% | 10.3% | ? | . | 0.0% | .
33	COc1cc2c3cc1Oc1cc(ccc1O)C[C@@H]1c4c(cc(OC)c(O)c4Oc4cccc(c4)C[C@H]3N(C)CC2)CC[N+]1(C)C
→ 12.8%[21.7 µM] | 3.2% | 7.0%[29.1 µM] | ? | -0.3%[17.1 µM] | 5.5%[16.9 µM] | .
34	CCCCCCCCCCCCCC(=O)O[C@@H]1[C@@H](C)[C@@]2(O)[C@@H](C=C(CO)C[C@@]3(O)C(=O)C(C)=C[C@@H]23)C2C(C)(C)[C@@]21OC(C)=O (stereo not given in full)
→ 20.4% | 6.8% | 10.6% | ? | -2.2% | 0.0% | ?
35	CCOC(=O)C1=C(N)OC2=C(C(=O)CCC2)C12C(=O)Nc1ccccc12 (stereo not given)
→ 2.1% | -4.3%[38.3 µM] | 0.9% | 5.9% | -3.5% | -2.5% | -5.6%[46.1 µM]
36	C[C@@H]1O[C@H](O[C@@H]2C=C3CC[C@H]4[C@@H](CC[C@]5(C)[C@@H](c6ccc(=O)oc6)CC[C@]45O)[C@@]3(C)CC2)[C@@H](O)[C@H](O)[C@@H]1O
→ 0.4%[21.7 µM] | 7.9% | 2.1%[29.1 µM] | ? | 2.8%[17.1 µM] | -0.3%[16.9 µM] | .

# Three structures out of the list, arranged by molecular weight, falling:
# Values run as follows: CBFb RUNX1 block | IMPase Li cell | aGal spleen mod | Lamin A splicing | Luc counter | Epigenetic derep | NPSR antag
34	CCCCCCCCCCCCCC(=O)O[C@@H]1[C@@H](C)[C@@]2(O)[C@@H](C=C(CO)C[C@@]3(O)C(=O)C(C)=C[C@@H]23)C2C(C)(C)[C@@]21OC(C)=O (stereo not given in full)
→ 20.4% | 6.8% | 10.6% | ? | -2.2% | 0.0% | ?
35	CCOC(=O)C1=C(N)OC2=C(C(=O)CCC2)C12C(=O)Nc1ccccc12 (stereo not given)
→ 2.1% | -4.3%[38.3 µM] | 0.9% | 5.9% | -3.5% | -2.5% | -5.6%[46.1 µM]
29	Brc1ccccc1
→ 5.4%[21.7 µM] | -7.0% | 6.5%&7.0% | . | . | 1.1% | 16.0%
